TNAP inh no acc: inhibitors of human TNAP without phosphate acceptor; inhibition, % at 20 µM; AID 1012; purified TNAP, CDP-star luminescence, 30 min; actives 0.26% (n = 200,000); P05186;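 active = tissue-nonspecific alkaline phosphatase inhibition above about 50% at 20 µM in the single-dose screen, limit read from the data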;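 note: 0% = DMSO negative control and 100% = EDTA positive control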
FLuc inh counter: Photinus pyralis luciferase inhibition counter-screen. P08659. ATPLite firefly luciferase biochemical luminescence, 10 min. inhibition, % at 10 µM. actives 1.5% (n = 200,000);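 active = inhibition above about 50% when tested at 10 µM, limit read from the data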
Target sequence (P08659 whole entry, looked up): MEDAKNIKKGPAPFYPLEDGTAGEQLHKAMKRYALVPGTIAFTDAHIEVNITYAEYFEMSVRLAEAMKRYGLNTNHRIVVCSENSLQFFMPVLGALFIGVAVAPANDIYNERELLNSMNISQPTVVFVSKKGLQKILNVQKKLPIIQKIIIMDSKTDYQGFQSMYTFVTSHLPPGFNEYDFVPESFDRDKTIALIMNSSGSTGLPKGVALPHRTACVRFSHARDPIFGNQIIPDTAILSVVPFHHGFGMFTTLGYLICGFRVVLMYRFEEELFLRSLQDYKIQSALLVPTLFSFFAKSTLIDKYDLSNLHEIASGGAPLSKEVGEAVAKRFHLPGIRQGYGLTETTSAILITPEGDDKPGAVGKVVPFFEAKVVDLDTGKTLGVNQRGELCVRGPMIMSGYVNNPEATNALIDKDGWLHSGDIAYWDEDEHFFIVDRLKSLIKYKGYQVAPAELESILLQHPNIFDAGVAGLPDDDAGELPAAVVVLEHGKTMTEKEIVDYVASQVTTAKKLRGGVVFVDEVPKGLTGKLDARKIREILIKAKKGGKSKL
APP 5UTR inh: APP translation inhibition; SH-SY5Y APP 5'UTR-luciferase reporter, luminescence; inhibition, % at 2 µM; actives 0.82% (n = 190,000);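 active = inhibition above a set limit, derived from the sample mean plus 3 SD, cut at about 45% in these data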; note: values of inactives mirror those of a sister screen read the other way
Lmaj promast: Leishmania major promastigote growth inhibition; Leishmania major promastigotes, resazurin fluorescence viability; inhibition, % at 10 µM; actives 9% (n = 200,000); AID 1063; in the data active = inhibition above about 50%;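 note: promastigotes grown with compound for 44 hours at 28 °C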
RAM network inh: blocks the yeast RAM network | inhibition, % at 50 µM | S. cerevisiae dse1pr::URA3 reporter, 5-FOA growth OD615, 2 d; analog-sensitive cbk1-as2 kinase mutant strain | actives 1.8% (n = 190,000);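 active = inhibition above a set limit, 3 SD over mean compound inhibition, cut at about 8.4% in these data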;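 note: 0% = DMSO-only wells with no growth and 100% = 10 µM 1-NA-PP1 full growth; inhibition rescues growth on 5-FOA so higher OD means more RAM inhibition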
TNAP inh hi DEA: TNAP (human) inhibition, high acceptor | P05186 | purified TNAP, CDP-star luminescence, 1 M DEA | inhibition, % at 20 µM | actives 0.03% (n = 200,000) | AID 1135;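 active = over 50% inhibition of tissue-nonspecific alkaline phosphatase at 20 µM in the single-dose screen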;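 note: plate controls were DMSO wells for no effect and EDTA-quenched wells as full inhibition for full effect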
FLuc act counter: firefly luciferase counter-screen for stimulation assays; P08659; ATPlite luciferase biochemical, luminescence, 10 min; 0 = ATP-free wells, 1 = DMSO control; activation factor at 10 µM; 200,000 tested, under 10 active; AID 1027;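 active = luciferase activation factor, scaled between plate controls, of at least 2 with compound at 10 µM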
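Assay system – cell-free luciferase reagent · Medium – PBS-based ATP solution · Dosing – test compounds dosed from 2 mM stocks in 100% DMSO · Timing – 10 min, room temperature · Technique – light output (luminescence) · Measure – luminescence gain marking luciferase activators · Controls – No-ATP low control, compound-free enzyme-plus-ATP high control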
bIAP inh: blocks bovine intestinal alkaline phosphatase activity | purified bovine IAP, CDP-star luminescence, 30 min | inhibition, % at 20 µM | 190,000 tested, under 10 active | AID 1019;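 active = over 50% inhibition of intestinal alkaline phosphatase at 20 µM in the single-dose screen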
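test system = bovine IAP enzyme | medium = DEA buffer 100 mM, pH 9.8, with MgCl2 1.0 mM, ZnCl2 0.02 mM | detection = luminescence | dosing = single compound dose of 20 µM, 2% DMSO final | incubation = 30 min reaction at room temperature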
TNAP act hi DEA: activators of human TNAP at high phosphate acceptor concentration; P05186; purified TNAP, CDP-star luminescence, 1 M DEA, 30 min; hits give high values; 0 = EDTA background, 1 = DMSO-only activity; activation factor at 20 µM; 200,000 tested, under 10 active; AID 1136;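 active = activation factor at least 2 at 20 µM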
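Dosing: 20 µM single point. System: human TNAP. Amount: TNAP 1/800 final. Incubation: 30 min, room temperature. Read-out: TNAP activation factor scaled between EDTA and DMSO control wells. Signal: luminescence from CDP-star hydrolysis. Medium: 1 M DEA, pH 9.8, Mg2+, Zn2+. Control set: EDTA negative control, DMSO positive control.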
bIAP activator: intestinal alkaline phosphatase (bovine) activation | purified bovine IAP, CDP-star luminescence, 30 min; hits give high values; fold of DMSO-control signal, blank-subtracted | activation factor at 20 µM | actives 0.17% (n = 200,000) | AID 1016;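 active = activation factor of 2 or more at 20 µM, a signal rise over negative controls twice the positive control's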
* hit, by the source's call; · = not tested or not shown. Hits appear at their usual frequency, and some 13% of all compounds hit somewhere here.

SMILES	TNAP inh no acc	APP 5UTR inh	Lmaj promast	FLuc act counter	bIAP activator	bIAP inh	TNAP inh hi DEA	RAM network inh	FLuc inh counter	TNAP act hi DEA
COCCNC(=O)NC(=O)COC(=O)C12CC3CC(CC(NC(C)=O)(C3)C1)C2	-22	-3	6	1.1	0.9	10	-8	1.2	-8	1.1
COc1ccc(C)cc1S(=O)(=O)Nc1ccccc1	-9	10	1	1.1	0.9	13	-4	0.6	-9	1
c1ccc(-c2cc(-c3nnc4sc(-c5ccccn5)nn34)[nH]n2)cc1	-6	-2	85*	0.8	1	-3	-5	7.8	17	1.1
CC1CCN(c2cc(=O)n(C3CCCCC3)c(=O)[nH]2)CC1	-17	-7	-6	1.1	0.9	10	1	2.4	-8	1
O=[N+]([O-])c1ccc(F)cc1OCc1nc(-c2cccs2)no1	-5	-156	-2	0.8	1.1	-8	-3	1.3	24	1
O=C(CCN1C(=O)c2ccccc2C1=O)Nc1ccc(S(=O)(=O)N2CCOCC2)cc1	-8	-12	-8	1	0.9	6	-3	0.7	-3	1
COC(=O)c1nc(Cl)c(Cl)c(N)c1Cl	-13	-37	-1	1	0.9	6	-5	-0.5	0	1
CCOC(=O)Cn1nc(C)c(NC(=O)CCc2ccccc2)c1C	-7	-3	-6	1	0.9	5	1	2.6	0	1
CCCCCC(=O)Nc1nc(C)c(-c2csc(Nc3ccccc3OC)n2)s1	0	0	73*	1.1	0.9	5	-3	2.5	-10	1
CN(C(=O)CSc1nnc(Cc2cccc3ccccc23)n1N)C1CCS(=O)(=O)C1 (stereo not given)	-7	-5	-3	1	0.9	8	1	0.2	-4	1
Cc1ccc(C)c(N2CCN(C(=O)c3cc(S(=O)(=O)N4CCOCC4)ccc3F)CC2)c1	-10	-1	-3	1	0.9	12	-3	1.6	0	1
Fc1ccc(-c2csc3ncnc(N4CCc5ccccc5C4)c23)cc1	-4	-10	67*	1	1.1	-10	0	9.1*	-1	1
COC(=O)c1sc(NC(=S)NC(=O)c2ccccc2F)nc1C	1	-78	-6	0.5	1.2	-17	0	3.2	49	1
COc1ccc(-c2nc(-c3cccs3)c(-c3cccs3)[nH]2)cc1O	-3	5	14	1	1	-1	-7	0.3	-1	1.1
CCOc1cc(CNCCc2ccc(S(N)(=O)=O)cc2)ccc1OCc1ccc(Cl)cc1	-8	18	101*	1.1	0.7	31	-6	-1.1	-6	1.1
CC(C)CCN1CCN(Cc2nc(-c3ccc(F)cc3)cs2)CC1CCO (stereo not given)	-6	-15	82*	1	1.2	-22	-2	-1.4	-4	1
O=C(O)c1ccc(Cn2cc(C(F)(F)F)ccc2=O)cc1	-5	-3	-1	1	1.1	-7	1	-0.5	-2	1
Cc1ccc(C(=O)N2CCN(c3ccccc3)CC2)cc1S(=O)(=O)N1CCCC1	-6	-38	-5	1.1	1.1	-8	-2	-0.1	-9	1
Cn1c(SCc2c(F)cccc2Cl)nnc1-c1cccs1	-10	-57	-2	1	0.8	19	-5	-0.7	5	1
CCOC(=O)c1sc(N(Cc2ccccc2)C(=O)CN2C(=O)CN(C)C2=O)nc1C	-12	1	-5	1.1	0.9	6	-6	2.5	-11	1.1
O=C(Cn1cc([N+](=O)[O-])cn1)Nc1ccn(Cc2c(F)c(F)cc(F)c2F)n1	-8	-16	-8	1	1.1	-7	-7	0.5	-1	1.1
O=C(CC1CCCC1)OCn1nnc2ccccc2c1=O	6	2	-4	1.1	0.9	6	-8	-0.6	-7	1.1
C/C(=N\Nc1nc(N2CCOCC2)nc(N2CCOCC2)n1)c1ccc([N+](=O)[O-])cc1	-6	-1	8	1.1	0.9	8	1	1.8	-5	1
O=C(CSc1ccc(Cl)cc1)N1CCN(c2ccc([N+](=O)[O-])cc2Cl)CC1	-8	4	0	1	0.6	39	-2	14*	-4	1

Ordered by count of non-hydrogen atoms (rising): 3 of the compounds above.
SMILES	TNAP inh no acc	APP 5UTR inh	Lmaj promast	FLuc act counter	bIAP activator	bIAP inh	TNAP inh hi DEA	RAM network inh	FLuc inh counter	TNAP act hi DEA
O=C(O)c1ccc(Cn2cc(C(F)(F)F)ccc2=O)cc1	-5	-3	-1	1	1.1	-7	1	-0.5	-2	1
COc1ccc(-c2nc(-c3cccs3)c(-c3cccs3)[nH]2)cc1O	-3	5	14	1	1	-1	-7	0.3	-1	1.1
C/C(=N\Nc1nc(N2CCOCC2)nc(N2CCOCC2)n1)c1ccc([N+](=O)[O-])cc1	-6	-1	8	1.1	0.9	8	1	1.8	-5	1

Later entries:
SMILES	TNAP inh no acc	APP 5UTR inh	Lmaj promast	FLuc act counter	bIAP activator	bIAP inh	TNAP inh hi DEA	RAM network inh	FLuc inh counter	TNAP act hi DEA
O=C1Nc2ccc(S(=O)(=O)N3CCCCCC3)c3cccc1c23	-8	-4	1	1	0.9	6	0	2.6	-3	1
O=C(NN(c1ccccc1)c1ccccc1)c1ccc([N+](=O)[O-])o1	3	-18	85*	1	0.9	10	3	0.3	-3	1
COc1ccc(OC)c(NC(=O)CCc2c[nH]c3ccccc23)c1	5	12	8	1.1	1	0	0	2.9	-5	1
Cc1cccc(C(=O)Nc2nnc(-c3cccnc3)o2)c1	-13	-19	65*	1	1	0	-2	-1.5	2	1
CCC(C)N1CCCCC1C(=O)Nc1c(C)cc(C)cc1C (stereo not given)	-10	-11	-4	1	1	2	1	-0.9	-4	1
CC(OC(=O)c1nn(C)c(=O)c2ccccc12)C(=O)NCc1ccc2c(c1)OCO2 (stereo not given)	-11	5	2	1.1	0.8	15	-4	1.4	-6	1
CCCC1C(c2ccco2)NC(c2ccco2)CC1(C)O (stereo not given)	-13	-8	15	1	0.9	6	-6	1.0	-3	1.1
CCCCC1(C)OC(=O)C(=Cc2ccc(N(C)C)cc2)C(=O)O1 (stereo not given)	3	9	-5	1.1	0.9	12	2	-0.1	-6	1
CCN1CCCC1Cn1cnc2c([nH]c3ccc(Cl)cc32)c1=O (stereo not given)	-6	2	11	1	0.9	11	0	1.2	0	1
Cc1ccc(OCC(=O)NNC(=O)C(=O)N2CCCC2)c(C)c1	-76	5	-4	1.1	1.2	-21	-1	-0.3	-7	1
Cc1cccc(C(=O)Nc2cccc(-c3cnc4ccccc4n3)c2)c1	-2	0	-2	1	0.9	12	-4	1.0	-2	1
Cc1ccc(-c2cc(-c3ccccc3)no2)c(O)c1	0	-276	-3	0.1	1	5	0	3.5	87*	1
CCOC(=O)C1=C(C)NC(=O)NC1c1ccc(C)o1 (stereo not given)	-11	·	0	1	0.9	6	1	-1.1	0	1
COc1ccc(-c2nnc(SCC(=O)c3ccc(C)o3)o2)cc1	-11	-14	0	1	0.7	26	-4	5.2	2	1
Cc1cc(C)n2c(SCC(=O)N(CC(C)C)c3c(N)n(CC(C)C)c(=O)[nH]c3=O)nnc2n1	-4	16	-6	1.1	1.1	-11	-5	1.6	-10	1.1
COC(=O)c1ccc(CSc2nnc(Nc3ccc(OC)cc3)s2)o1	2	26	3	1	0.9	14	-5	2.5	-1	1.1
O=C(Nc1cnn(Cc2ccccc2)c1)c1cc2nc(-c3ccco3)cc(C(F)(F)F)n2n1	-10	5	1	1.1	0.9	6	-4	3.2	-6	1
COc1ccccc1N(C(=O)NCc1ccccc1)C1=NCC(C)S1 (stereo not given)	-11	6	57*	1	0.9	8	-2	3.1	-3	1
O=C(Oc1c(Br)cc(C(=S)N2CCOCC2)cc1Br)c1ccc(Cl)cc1	-8	11	-8	1	1.1	-6	-3	3.5	-2	1
O=C(CC12CC3CC(CC(Br)(C3)C1)C2)Nc1cccc(S(=O)(=O)NC2=NCCC2)c1	-8	-22	-2	1.1	0.9	8	-3	2.5	-7	1
C/C(=N\NC(=O)c1cccc([N+](=O)[O-])c1)c1cccc(NC(=O)C2CC2)c1	-3	-4	15	1.1	1.1	-7	-6	1.1	-6	1.1
O=C(Nc1ccccc1O)/C(=C\c1ccccc1)NC(=O)c1ccccc1	-6	17	10	1.1	1	0	-1	0.0	-8	1
O=C(Nc1ccccc1)c1ccccc1C(=O)N1CCCCC1	-7	9	-7	1.1	0.9	6	1	1.0	-5	1
CN(C)[C@@H]1CCC[C@H]1OC(=O)C(c1ccccc1)c1ccccc1	0	-12	12	1.1	0.8	22	-3	-0.1	-11	1
O=C(c1csc2c1CCCC2)N1CCN(c2ccc(F)cc2)CC1	-4	1	10	1	1.3	-34	3	-0.9	-5	1
CC(C)OCCCNC(=O)c1ccc2c(c1)ncn2C1CCCC1	-9	-29	-6	1	0.8	21	-7	0.4	-1	1.1
COc1cc(Cl)c(C)cc1NC(=O)COC(=O)C(NS(=O)(=O)c1ccc(Cl)cc1)C(C)O (stereo not given)	-5	3	-6	1	0.9	5	-2	3.3	-4	1
FC(F)(F)c1cccc(NC(=S)NCC2COc3ccccc3O2)c1 (stereo not given)	-12	20	51*	1	1.1	-6	-6	2.9	-4	1.1
O=C(NCc1ccc(Cl)cc1Cl)C1CC(=O)N(Cc2ccccc2)C1 (stereo not given)	-15	-2	-1	1.1	1	-4	-8	-0.1	-6	1.1
COc1cc(C)c(Br)cc1S(=O)(=O)N1CCOCC1	-6	-17	-6	1	1	-4	2	1.9	4	1
Cc1ccc(C(=O)C(OC(=O)CN2C(=O)c3ccccc3C2=O)c2ccccc2)cc1C (stereo not given)	-11	-9	-2	1.1	1	-1	-8	3.7	-5	1.1
